eIF4E 4G PPI: eIF4E–eIF4G protein interaction inhibitors, primary screen, biochemical, uHTS, TR-FRET, eIF4GI fragment. Eukaryotic translation initiation factor 4E (Mus musculus) + Eukaryotic translation …. TR-FRET eIF4E-eIF4GI(517-606) binding, 2 h. inhibition, % at 21.7 µM. actives 0.37% (n = 220,000). AID 782, 2007;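 active = inhibition above about 30%, limit read from the data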;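 also: 0% = full FRET control wells and 100% = background wells lacking eIF4GI fragment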
PERK inhibitor: block of dimerizer-induced PERK translation repression, primary screen, PERK inhibitor project, CHO PERK-DD cells, SEAP luminescence, HTS; Eukaryotic translation initiation factor 2-alpha kinase 3 (Homo sapiens), Q9NZJ5; actives 0.17% (n = 220,000); CHO PERK-DD fusion, SEAP luminescence translation reporter; inhibition, % at 5.6 µM; AID 1416, 2008;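 active = inhibition above the mean inhibition of all tested compounds plus 3 SD, set separately per screening campaign, cut at about 2.9% in these data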;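 also: PERK kinase domain activated by AP20187 dimerizer at 100 nM; 0% = DMSO with dimerizer and 100% = rapamycin at 8.4 µM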
BaF3 parental: parental Ba/F3 cell viability inhibition, counter-screen for JAK2V617F inhibitor project, murine pro-B, CellTiter-Glo luminescence. actives 1.1% (n = 220,000). CellTiter-Glo ATP luminescence. inhibition, % at 5.6 µM;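 active = inhibition above a per-campaign cutoff, the mean inhibition of all tested compounds plus 3 SD, cut at about 27% in these data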;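 also: 0% = DMSO wells and 100% = JAK Inhibitor I control wells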
Ba/F3 V617F tox: reduced viability of JAK2V617F-dependent Ba/F3 cells, primary screen, JAK2V617F inhibitor project, cell-based, Ba/F3 EpoR-JAK2V617F, luminescence; ATP luminescence; inhibition, % at 5.6 µM; actives 1.1% (n = 220,000);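 active = inhibition above the campaign mean plus 3 SD over all tested compounds, cut at about 24% in these data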;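 also: cytokine-independent growth of Ba/F3 cells driven by EpoR plus mutant JAK2; 0% = DMSO-treated cells and 100% = JAK inhibitor I control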
Mdm2 ligase inh: MDM2-luciferase reporter signal enhancers, primary screen, MDM2 E3 ligase inhibitor project, cell-based, luminescence, 1536-well; signal enhancement, % at 5 µM; cell-based MDM2 ubiquitination luciferase reporter, 2 h; 0 = plate control, 100 = twice control, blank-subtracted; actives 0.11% (n = 210,000); E3 ubiquitin-protein ligase Mdm2 (Homo sapiens), Q00987;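 active = signal enhancement of 30% or more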;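 also: luminescence tracks abundance of the self-degrading MDM2-luciferase fusion protein; higher signal means inhibition of MDM2 E3 ligase activity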
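System: stable MDM2–luciferase fusion reporter cells / Input: 2000 cells seeded into each well / Schedule: 4 h settle plus 2 h compound, 37 °C / Compound: single-point 5 µM / Buffer or medium: cells held in DMEM / Benchmarks: control and blank well means / Evaluation: percent signal gain over controls, blank-subtracted / Measured by: luciferase luminescence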
Wee1 degr inh: Wee1 degradation inhibitors, primary screen, cell-based, HeLa, Wee1K328M-luciferase, luminescence; Wee1-like protein kinase (Homo sapiens), P30291; HeLa Luc-Wee1K328M stability; 100% = proteasome inhibitor MG132 effect; reporter increase, % at 5 µM; actives 1.2% (n = 220,000); AID 1321, 2008;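 active = activation above the mean of all tested compounds plus 3 SD, set per screening run, cut at about 8.8% in these data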;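 also: cells exposed to compound for 20 h before luminescence read; 0% = DMSO alone and 100% = MG132 at 30 µM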
Target sequence (P30291 whole entry K328M): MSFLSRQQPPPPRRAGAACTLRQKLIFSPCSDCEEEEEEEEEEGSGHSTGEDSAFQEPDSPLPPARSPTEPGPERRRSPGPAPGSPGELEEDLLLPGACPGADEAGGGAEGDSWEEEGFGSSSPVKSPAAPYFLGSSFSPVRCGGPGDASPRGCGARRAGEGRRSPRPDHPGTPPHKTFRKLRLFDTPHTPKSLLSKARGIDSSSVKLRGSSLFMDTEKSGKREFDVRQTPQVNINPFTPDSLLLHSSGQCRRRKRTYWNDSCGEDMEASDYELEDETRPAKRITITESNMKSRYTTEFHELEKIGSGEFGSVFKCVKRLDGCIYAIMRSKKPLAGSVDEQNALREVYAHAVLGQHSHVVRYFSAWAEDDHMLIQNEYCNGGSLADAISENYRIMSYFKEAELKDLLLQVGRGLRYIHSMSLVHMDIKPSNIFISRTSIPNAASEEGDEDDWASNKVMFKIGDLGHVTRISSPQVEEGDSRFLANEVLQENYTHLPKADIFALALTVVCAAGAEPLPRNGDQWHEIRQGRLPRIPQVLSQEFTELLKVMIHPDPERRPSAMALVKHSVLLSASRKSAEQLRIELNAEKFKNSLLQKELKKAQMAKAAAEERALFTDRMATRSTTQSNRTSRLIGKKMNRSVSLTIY
S1P4 antagonist: S1P4 receptor antagonists, primary screen, cell-based. Sphingosine 1-phosphate receptor 4 (Homo sapiens), O95977. S1P4-expressing cells, antagonist mode, reporter read-out. inhibition, % at 4.98 µM. actives 0.26% (n = 220,000). AID 1510, 2009; in the data active = inhibition above about 29%;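 also: 0% = wells stimulated with agonist and 100% = vehicle wells without agonist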
NPY2 pot ag: NPY-Y2 potentiators or agonists, primary screen, cell-based | actives 0.45% (n = 220,000) | cells expressing NPY-Y2, potentiator/agonist read-out | activation, % at 3.6 µM; in the data active = activation above about 27%;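 also: cells stimulated with NPY near EC25 plus isoproterenol at EC100; 0% = vehicle plus submaximal agonist and 100% = vehicle plus saturating agonist; some results beyond the cut were filed as inactive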
Target sequence (P49146 whole entry, looked up): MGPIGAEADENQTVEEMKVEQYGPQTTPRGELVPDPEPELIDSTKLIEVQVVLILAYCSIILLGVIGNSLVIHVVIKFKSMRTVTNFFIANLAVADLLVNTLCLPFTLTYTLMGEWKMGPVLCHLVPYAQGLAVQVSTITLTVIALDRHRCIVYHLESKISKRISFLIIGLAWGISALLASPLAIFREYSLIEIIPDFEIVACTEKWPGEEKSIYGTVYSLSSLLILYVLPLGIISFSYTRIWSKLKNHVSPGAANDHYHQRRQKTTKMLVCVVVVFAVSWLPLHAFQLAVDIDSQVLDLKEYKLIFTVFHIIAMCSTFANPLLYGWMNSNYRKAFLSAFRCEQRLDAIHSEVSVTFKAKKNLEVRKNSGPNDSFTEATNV
S1P4 agonist: S1P4 receptor agonists, primary screen, cell-based. Sphingosine 1-phosphate receptor 4 (Homo sapiens), O95977. S1P4-expressing cell line, agonist reporter assay. activation, % at 4.98 µM. actives 0.35% (n = 220,000); in the data active = activation above about 11%;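 also: 0% = DMSO vehicle and 100% = reference agonist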
* = called active by the depositor; x = no result given; & = joins results of further samples; [ ] = remark or other dose.

The line under a structure holds: eIF4E 4G PPI	PERK inhibitor	BaF3 parental	Ba/F3 V617F tox	Mdm2 ligase inh	Wee1 degr inh	S1P4 antagonist	NPY2 pot ag	S1P4 agonist
CC(=O)COc1cc(C)cc2oc(=O)cc(-c3ccccc3)c12
 : 3	1.0	4	-1	3	-2	-9	-1	-0.4
COC(=O)CNC(=O)COC(=O)c1ccc(OC)c([N+](=O)[O-])c1
 : 7	1.2	3	-3	-4	4	-25	-7	1.7
COc1ccc(C)cc1NC(=O)COC(C)=O
 : -8	0.9	2	-4	-15	-2	-2	7	1.4
O=C1N=c2ccccc2=C1c1[nH]c(=S)[nH]c1O
 : 6	0.6	2	-4	-16	-2	0	8	1.0
Cc1cc(C)c(/C([O-])=C(/C(=S)Nc2ccc(SC(F)F)cc2)[n+]2ccccc2)cc1C
 : -7	0.8	2	1	-9	-2	-24	27	0.7
Cc1cc(C)n(-c2ccc(Cl)c(C(=O)O)n2)n1
 : -16	0.8	4	3	-90	-1	-13	-3	0.8
CC1CCC2(CC1)NC(=O)N(Cc1cccc(C(F)(F)F)c1)C2=O (centres undefined)
 : 3	0.2	8	0	8	-2	-3	2	1.4
O=C(Cn1c[n+](CC(=O)c2ccc([N+](=O)[O-])cc2)cn1)c1ccc([N+](=O)[O-])cc1
 : -2&-10	0.4&0.8	-3&-7	-4&-3	x	0&-4	-27&3	0&-6	-0.3&2.8
Cc1ccc(-c2c[n+]3c(n2-c2ccccc2)CCC3)cc1
 : -2	0.5	65*	82*	-20	-4	-3	14	-0.2
CCN(CC)c1ccc(NC(=O)C2CC3CCC2C3)cc1 (centres undefined)
 : 0	-0.5	5	2	13	4	-8	-1	1.3
CCOC(=O)C1C(=O)C=C(c2ccc(C)cc2)CC1c1ccco1 (centres undefined)
 : -6	-0.2	6	-2	-23	1	1	-9	0.7
O=C(Oc1ccccc1)c1cccc2cccc(C(=O)Oc3ccccc3)c12
 : 6	1.5	4	-8	-10	-3	-1	-29	-0.6
COC(=O)c1ccccc1COn1c(=O)c(C)[n+]([O-])c2ccccc21
 : 5	0.7	6	0	-8	-1	-8	-10	-1.2
CCc1ccc(C(=O)N2CCC(c3nc4ccccc4s3)CC2)cc1
 : 0	0.0	8	4	-5	-2	-12	-34	-0.7
COc1ccc(C(=O)Nc2cc(C)on2)cc1S(=O)(=O)N1CC(c2ccccc2)CC1=O (centres undefined)
 : 1	1.5	-1	-3	-4	-1	6	6	0.8
O=C(NCc1ccccc1)c1ccccc1CO
 : -1	2.6	2	-3	-3	2	2	6	1.9
Cc1cccn2c(=O)c3cc(C#N)c(=O)n(CCCN4CCOCC4)c3nc12
 : 5[fluorescence artefact?]	-0.1	10	3	-10	-3	-11	-6	5.0
Cc1cccc(NC(=O)N2CCN(Cc3ccccc3)CC2)c1
 : 5	0.1	-3	-3	x	4	-20	-2	-0.1
COc1ccccc1N1CCN(C(=O)NC23CC4CC(CC(C4)C2)C3)CC1
 : -5	1.1	2	-1	-13	0	-4	2	0.3
NS(=O)(=O)c1ccc(NC(=O)/C=C/c2cccs2)cc1
 : -4	-0.1	0	-4	x	6	-16	12	0.6
CCOC(=O)N1CCC(NC(=O)C2CCN(S(=O)(=O)c3ccc4c(c3)oc(=O)n4C)CC2)CC1
 : 9	0.5	5	0	-25	1	-1	-10	0.0
CCOc1ncccc1C(=O)N1CCN(Cc2ccc3c(c2)OCO3)CC1
 : 1[fluorescence artefact?]	0.5	4	0	1	-3	8	7	0.6
CN1CCN(C(=O)c2ccc(-c3cccs3)s2)CC1
 : 0	0.2	-7	-2	-16	7	-21	-14	-0.5
O=C(Cc1cccs1)Nc1nnc(SCc2ccc(F)cc2)s1
 : 3	-0.2	4	-1	-12	-1	-19	6	0.5
O=C(Cn1cc(C(F)(F)F)cc(Cl)c1=O)Nc1cc(Cl)cc(Cl)c1
 : 4	-0.4	2	1	-13	2	-7	5	1.9
COc1cc(CNCCc2c[nH]c3ccccc23)ccc1OCc1ccccc1F
 : 3	-0.6	8	-1	-17	-3	7	-7	0.3
CCCCOc1ccc(C(=O)CCN2CCCCC2)cc1
 : 0	0.8	6	-3	x	-3	-11	8	1.1
Nc1cc(N2CCCCC2)c([N+](=O)[O-])cc1Cl
 : 5	0.2	5	1	-11	-1	2	0	-0.4
CC(=O)[C@@H]1[C@@H]2C(=O)N(c3ccccc3F)C(=O)[C@@H]2[C@H]2c3ccccc3C=NN12
 : -4	0.0	-3	-4	-1	0	5	9	-1.6
CCOC(=O)c1[nH]c(CSc2nnc(-c3ccc(OC)cc3)o2)c(C(=O)OCC)c1C
 : 2[fluorescence artefact?]	-0.4	3	0	-3	1	8	-16	-2.2
O=C(c1ccccc1-c1ncc[nH]1)N1CCc2c([nH]c3ccccc23)C1c1ccccn1 (centres undefined)
 : 0	2.0	1	-3	-14	6	12	-15	-0.8
COc1ccc(C2C(C#N)=C(N)OC3=C2C(=O)CC(C)(C)C3)cc1Cn1cc([N+](=O)[O-])cn1 (centres undefined)
 : 4[fluorescence artefact?]	-0.5	4	4	-16	5	-3	-22	-1.6
O=[N+]([O-])c1ccc(OCc2cnc(Cl)s2)cc1
 : 7	1.0	7	-4	-9	0	-12	4	-0.5
O=[N+]([O-])c1ccc(N2CCN(S(=O)(=O)c3ccccc3)CC2)c2cccnc12
 : -2	1.0	6	2	3	0	-2	-4	0.3
Cc1cc(C)cc(-n2cc[nH]c2=S)c1
 : 15	1.7	5	-3	7	2	3	2	-0.2
O=C(Nc1ccc(CN2CCCCC2)cc1)c1ccc(Br)o1
 : -6	-1.0	0	-2	1	4	-34	-8	0.5
COc1cccc(OC)c1C(=O)NCCSC1CCCCC1
 : 3	1.0	4	2	-13	-1	0	11	1.2
Cc1ccc(NC(=O)C2CCC(CNc3c(N4CCC(C)CC4)c(=O)c3=O)CC2)cc1F (centres undefined)
 : -6	0.2	-6	-3	x	-2	-12	5	-0.1
Cc1cc(C)c(S(=O)(=O)N(CC(=O)N2CCOCC2)C2CCCCC2)c(C)c1
 : 1	-1.0	3	-2	12	0	-7	6	-1.3
CC(C)c1ccc(NC(=O)C2CC(=O)N=C(N)S2)cc1 (centres undefined)
 : -3	1.6	3	-3	-8	3	-9	7	-0.2
CCOC(=O)NC1(NCC(C)C)Oc2ccccc2O1
 : 6	0.4	5	1	-20	1	1	-3	1.3
COc1ccc(-n2c(SC3CCOC3=O)nc3ccccc32)cc1 (centres undefined)
 : 4	0.7	-1	-6	-17	1	2	6	1.0
O=C(COCC(=O)N1CCOCC1)N1CCOCC1
 : 3	0.2	9	0	0	1	-9	1	0.0
Cc1ccc(-c2nnn(CC(=O)NCC3COCCO3)n2)o1 (centres undefined)
 : 4	1.6	7	2	-7	-2	13	3	1.1
Cc1cc(NC(=O)CCC(=O)N(c2ccc(F)cc2)C(C(=O)NC2CCCC2)c2ccc(C)o2)no1 (centres undefined)
 : 1	0.4	2	0	0	-4	-8	-1	-1.2

Carrying on.
| mol | eIF4E 4G PPI | PERK inhibitor | BaF3 parental | Ba/F3 V617F tox | Mdm2 ligase inh | Wee1 degr inh | S1P4 antagonist | NPY2 pot ag | S1P4 agonist |
| --- | --- | --- | --- | --- | --- | --- | --- | --- | --- |
| CC(NC(=O)c1cc(=O)[nH]c2ccccc12)c1ccccc1 (centres undefined) | 1 | 0.1 | 2 | -1 | -6 | -1 | -4 | 6 | 1.8 |
| O=C(Nc1cccnc1)/C(N=Nc1cccnc1)=C(\O)c1ccccc1 | -1[fluorescence artefact?] | -0.5 | 8 | 6 | -5 | 0 | 1 | 1 | -0.6 |
| COc1ccc2c(c1)Cc1sc(NC(C)=O)nc1-2 | -1 | 2.5 | 3 | -2 | -4 | -1 | -18 | 4 | 1.3 |
| CCOc1ccc(OCCOc2cccc(C(F)(F)F)c2)cc1 | 7 | 0.0 | 3 | 3 | 3 | -1 | -4 | -29 | 0.8 |
| CC1(C)C2CCC1(CS(=O)(=O)NC1CCCC1)C(=O)C2 (centres undefined) | 1 | 0.5 | -1 | -4 | -8 | 2 | 5 | 4 | 1.4 |
| CCOC(=O)C1CCN(C(=S)Nc2ccccc2)CC1 | -2 | 0.5 | 6 | -4 | -4 | 2 | -24 | 2 | 0.6 |
| COc1cccc2cc(C(C)N(CCCN3CCOCC3)C(=O)Nc3ccccc3)oc12 (centres undefined) | 2[fluorescence artefact?] | -2.2 | 1 | 0 | -13 | -1 | -1 | 2 | -0.7 |
| CCCNc1nc2c(c(=O)[nH]c(=O)n2C)n1CCc1ccccc1 | 7[fluorescence artefact?] | 1.4 | -1 | -3 | 2 | 0 | -5 | 0 | -1.5 |
| CC(C)CN1C(=O)c2ccc(NC(=O)Cc3ccccc3)cc2C1=O | -8 | 0.6 | 7 | 0 | -10 | 6 | -6 | 2 | 0.1 |
| NS(=O)(=O)c1ccc(CCNC(=S)NC2CCCCC2)cc1 | -4 | 1.8 | -6 | 1 | 1 | -2 | -2 | 5 | 0.8 |

One compound at a time, as listed above. Order of values: eIF4E 4G PPI	PERK inhibitor	BaF3 parental	Ba/F3 V617F tox	Mdm2 ligase inh	Wee1 degr inh	S1P4 antagonist	NPY2 pot ag	S1P4 agonist
`CCOC(=O)C1CCN(C(=S)Nc2ccccc2)CC1` is listed as -2	0.5	6	-4	-4	2	-24	2	0.6
`CC(NC(=O)c1cc(=O)[nH]c2ccccc12)c1ccccc1` (centres undefined) is listed as 1	0.1	2	-1	-6	-1	-4	6	1.8
`COc1ccc2c(c1)Cc1sc(NC(C)=O)nc1-2` is listed as -1	2.5	3	-2	-4	-1	-18	4	1.3
`COc1cccc2cc(C(C)N(CCCN3CCOCC3)C(=O)Nc3ccccc3)oc12` (centres undefined) is listed as 2[fluorescence artefact?]	-2.2	1	0	-13	-1	-1	2	-0.7
`NS(=O)(=O)c1ccc(CCNC(=S)NC2CCCCC2)cc1` is listed as -4	1.8	-6	1	1	-2	-2	5	0.8

Screening results (PubChem BioAssay)
